Source: PubChem
Mtb RmlCD inh – M. tuberculosis RmlC/RmlD coupled enzyme inhibitors, primary screen, biochemical, compound mixtures, 384-well, from 1536-well plates; AID 1533, 2009; dTDP-4-dehydrorhamnose reductase (Mycobacterium tuberculosis (strain ATCC 25618 / H37Rv)) …; RmlC+RmlD coupled enzyme assay, percent inhibition; primary screen in compound mixtures; inhibition, % at 3.6 µM; actives 0.03% (n = 160,000); in the data active = inhibition mostly above about 34%, no sharp cut-off; note: some results filed as inactive read as strong as hits
Target sequence (P9WH09 whole entry, looked up): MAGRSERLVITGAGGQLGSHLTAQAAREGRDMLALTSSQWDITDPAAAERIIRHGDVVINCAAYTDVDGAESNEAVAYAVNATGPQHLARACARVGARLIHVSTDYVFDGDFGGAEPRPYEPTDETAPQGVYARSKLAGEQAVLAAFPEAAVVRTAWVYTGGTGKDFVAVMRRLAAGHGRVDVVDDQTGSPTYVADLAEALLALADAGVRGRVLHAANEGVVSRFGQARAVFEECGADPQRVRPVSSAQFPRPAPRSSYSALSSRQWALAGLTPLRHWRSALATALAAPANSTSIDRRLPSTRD
Target sequence (P9WH11 whole entry, looked up): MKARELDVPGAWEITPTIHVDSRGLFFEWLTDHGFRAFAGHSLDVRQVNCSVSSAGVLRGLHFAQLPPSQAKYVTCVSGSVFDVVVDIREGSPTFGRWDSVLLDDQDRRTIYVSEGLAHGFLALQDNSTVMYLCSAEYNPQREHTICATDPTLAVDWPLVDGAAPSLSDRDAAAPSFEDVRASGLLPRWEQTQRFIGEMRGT
M. tuberculosis GlmU – inhibition of mycobacterial GlmU enzyme – biochemical, glucosamine-1-phosphate acetyltransferase (AID 1376) | inhibition, %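 (tested at 30 µM in the primary screen)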, or IC50 in µM where a hit was titrated | Bifunctional protein GlmU (Mycobacterium tuberculosis (strain ATCC 25618 / H37Rv)) | actives 0.25% (n = 220,000) | M. tuberculosis GlmU acetyltransferase enzyme assay; higher % means a stronger effect; in the data active = inhibition above about 13%;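 note: 0% = complete reaction with vehicle and 100% = reaction without substrate; strong numbers were not always called active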
An asterisk follows results filed as active; / = not tested or not shown; & = joins results of further samples. Not all compounds are listed; rates above refer to the full screens.

SMILES	Mtb RmlCD inh	M. tuberculosis GlmU
c1coc(CSc2ncnc3c2oc2ccccc23)c1	0	5.1%
COc1ccc(OCC(=O)N/N=C/c2ccc(OC)c(OC)c2C(=O)O)cc1	10	-3.0%
CCCCOC(=O)CNc1nnc(SCC(=O)OCC)[nH]c1=O	0	0.8%
Cc1ccccc1N=C1NN=C(c2ccccc2F)CS1	15	5.7%
O=C(c1cc2c(ccc3ccccc32)oc1=O)N1CCN(CCO)CC1	-5	-0.6%
CCN(CC)S(=O)(=O)c1ccc(N=NC2=C(O)CC(C)(C)CC2=O)cc1	-12	-0.7%
CCOC(=O)c1sc(=NC(=O)c2cccc(C)c2)n(C)c1C	-9	-4.8%
COCCSc1ccccc1C(=O)N1CCN(Cc2ccc3c(c2)OCO3)CC1	/	2.6%
Cc1ccccc1C(=O)NC1CCN(C(=O)N(c2ccccc2)c2ccccc2)CC1	-3	-1.5%
O=C(NCC1CCCO1)c1cc(-c2ccco2)nc2ccccc12 (centres undefined)	/	1.8%
COc1cccc2c(=O)n(CC(=O)NC3CCCC3)ccc12	/	-0.5%
CC(C)(C)NC(=O)CN1CCC(O)(c2ccc3c(c2)OCO3)CC1	/	-0.1%
CCCCC(=O)NC1(C(F)(F)F)NC(=O)N(Cc2ccccc2)C1=O (centres undefined)	-10	0.1%
COC(=O)CC1C(=O)NCCN1C(=O)CSc1nnnn1-c1ccc(Cl)cc1 (centres undefined)	-14	-1.0%
CCn1c(C)nc2cc(C(=O)NNS(=O)(=O)c3c(F)cc(F)c(Cl)c3F)ccc21	1	1.8%
CCC(N1CCOC1=O)S(=O)(=O)c1ccc(C)cc1 (centres undefined)	-1	-5.5%
O=C(Nc1nc2c(c(=O)[nH]1)CCCC2)C1CC1	-11	4.8%
COc1ccc(Oc2ncc(CN3CCN(c4ccccc4)CC3)s2)cc1	8	1.3%
O=C(Nc1ncc([N+](=O)[O-])s1)c1cccc([N+](=O)[O-])c1	4	6.5%
N=c1n(CCN2CCOCC2)c2ccccc2n1Cc1ccccc1Br	/	2.8%
O=C(CN1C(=O)NC2(CCCCC2)C1=O)Nc1ccccc1Cl	-8	-0.9%
COc1cc(/C=N/Nc2cc(C)nc(NS(=O)(=O)c3ccc(C)cc3)n2)ccc1O	11	3.0%
CCN(CC)C(=O)/C(=C\c1ccc2c(c1)OCO2)NC(=O)c1ccc(Br)cc1	100	/
Cc1cc(C(=O)OCC(=O)NC2CCCCC2)c(C)o1	-6	-1.2%
Cc1cccc(OCCCN2CCCCCC2)c1	0	-5.8%
More results follow.
SMILES	Mtb RmlCD inh	M. tuberculosis GlmU
COc1ccc(N2CCN(C(=O)c3oc4ccccc4c3C)CC2)cc1	-10	5.9%
COCCCNC(=O)CN(c1cc(OC)ccc1OC)S(=O)(=O)c1ccccc1	-7	-5.9%
Cc1ccc2nc(-c3cccc(NC(=O)c4ccco4)c3)[nH]c2c1	-7	2.4%
O=C1c2ccccc2C(=O)N1CCCSc1nc2ccccc2o1	/	-4.4%
COc1cc(C(=O)NCC(=O)N/N=C/c2ccc(OC(=O)c3ccco3)cc2)cc(OC)c1OC	/	1.6%
CC(=O)OCC[N+](C)(C)C	/	-5.0%&1.0%
O=C(CSc1nc2ccccc2s1)NC1CCCc2ccccc21 (centres undefined)	-15	1.9%
CCOc1ccc(NC(=O)Nc2cnccn2)cc1	-2	-0.4%
Cc1noc(C)c1C(=O)N1CCC(CO)(Cc2ccccc2)CC1	3	0.3%
CSc1nc(C)c(Cc2ccccc2)c(=O)[nH]1	-10	0.5%
COc1cccc(C(C(=O)NC2CCCCC2)N(CCN2CCOCC2)C(=O)C2COc3ccccc3O2)c1 (centres undefined)	/	0.1%
CSc1c(-c2ccccn2)c(N)nn1C(=O)C1CCC1	/	-4.4%
COc1ccc(N2CCN(C(=O)c3ccc(SC)cc3OC)CC2)cc1	-13	-3.3%
COc1ccc(NC(=O)CN(c2cc(C)cc(C)c2)S(=O)(=O)c2c(C)noc2C)cc1	-9	-1.8%
O=C(CSc1nccc(=O)[nH]1)Nc1ccc(F)c(Cl)c1	-6	3.4%
CSc1cccc(NC(=O)CCCOc2ccc(Cl)cc2C)c1	11	-6.7%
Cc1cc(NC(=O)CSc2n[nH]c(CC(C)C)n2)no1	0	-3.0%
CC(=O)c1sc2nc(-c3cccs3)cc(C(F)(F)F)c2c1N	7	4.1%
COc1ccc(N2C(=O)CSC23CCCCC3)cc1	7	5.7%
O=C(O)c1ccc(S(=O)(=O)c2ccc3c(c2)C(=O)N(Cc2ccco2)C3=O)cc1	-1	4.8%
O=C(Nc1nc2c(s1)CN(Cc1ccccc1)CC2)c1cccc(S(=O)(=O)N2CCc3ccccc32)c1	4	-2.4%
O=C(Nc1ccncc1)c1ccccc1-c1ccccc1	7	-0.6%
CCc1c(C)nc(N)nc1N1N=C1SC(C(C)=O)C(C)=O	-7	1.8%
O=P(OC1CCCCC1)(OC1CCCCC1)C(O)c1ccc(Cl)cc1Cl (centres undefined)	/	3.6%
CS(=O)(=O)N(CC(=O)N1CCN(c2cccc(Cl)c2)CC1)c1cccc(F)c1	9	-2.2%
Following part.
SMILES	Mtb RmlCD inh	M. tuberculosis GlmU
COC(=O)c1ccccc1N(C)S(C)(=O)=O	-10	4.0%
CCOC(=O)C1CCN(c2c(NCCCN3CCCCC3)c(=O)c2=O)CC1	-2	5.5%
Cc1ccc(NC(=O)CC2S/C(=N/c3nccs3)N(C)C2=O)c(C)c1 (centres undefined)	14	-8.6%
Cc1ccc(C)c(NC(=S)N2CCCCCC2)c1	/	1.2%
COC(C/C=C/[C@@H](O)[C@@H](C)OCc1ccccc1)OC	/	2.8%
O=C(Oc1ccccc1Cl)c1ccccc1P(=O)(O)O	/	1.6%
O=c1c2ccccc2nnn1CCN1CCOCC1	/	0.8%
Cc1ccc2cc(C#N)c(SCC(=O)NCC3CCCO3)nc2c1 (centres undefined)	/	0.6%
COc1ccc(C#Cc2c(-c3ccc(OC)cc3)oc3ccc(-c4ccc(OC)cc4)cc23)cc1	/	2.6%
Cc1cc(C)c(C)c(S(=O)(=O)N2CCN(CC(=O)c3c(N)n(Cc4ccccc4)c(=O)n(C)c3=O)CC2)c1C	9	-6.6%
Cc1ccccc1OCC(=O)NC(=S)Nc1ccc(N2CCOCC2)c(Cl)c1	-11	0.0%
O=C1CC(c2ccsc2)c2cc3c(cc2N1)OCCO3 (centres undefined)	-4	0.1%
CC1=CC(=O)C(C(C)C)=C/C1=N/OC(=O)c1cccc([N+](=O)[O-])c1	-5	1.9%
CC1(C)Cc2c(sc3nc4n(c(=O)c23)CCC4)CO1	10	-2.3%
Cc1ccc(N2C(=O)[C@@H]3[C@H](C2=O)C2CCCN2[C@@H]3C(=O)c2ccccc2)cc1 (some centres undefined)	9	-1.2%
O=C(N/N=C/c1c(O)n(CCC2=CCCCC2)c(=O)[nH]c1=O)c1ccccc1	9	-1.8%
O=C(COc1ccc2c(c1)CCC2)N1CCN(c2cccc(C(F)(F)F)c2)CC1	8	1.5%
CN=CC1=C(O)CC(C)(C)CC1=O	/	-5.9%
COc1cccc(CN2CCN(Cc3nc4c(s3)CCCC4)CC2CCO)c1 (centres undefined)	/	1.4%
COc1cc(C)c(C(=O)Oc2cc(C)c(C(=O)O)c(O)c2C)c(OC)c1C	-7	5.0%
CC(C)(C#N)N([O-])C=C[N+](=O)C(C)(C)C#N	-8	-5.4%
O=C(O)c1ccc(COc2ccccc2C=C2C(=O)c3ccccc3C2=O)cc1	/	9.6%
CCO[C@H]1OC(C(=O)O)=C[C@@H](C2CC2)[C@@H]1CCCO	/	2.3%
CCc1ccc(NC(=O)CNS(=O)(=O)c2c(C)noc2C)cc1	-4	1.5%
O=C(Cc1ccccc1)N1CCCC(c2nc(-c3ccc(S(=O)(=O)N4CCCC4)cc3)no2)C1 (centres undefined)	0	1.5%

Some of these compounds in order of SMILES length, largest number first.
SMILES	Mtb RmlCD inh	M. tuberculosis GlmU
Cc1cc(C)c(C)c(S(=O)(=O)N2CCN(CC(=O)c3c(N)n(Cc4ccccc4)c(=O)n(C)c3=O)CC2)c1C	9	-6.6%
Cc1ccc(N2C(=O)[C@@H]3[C@H](C2=O)C2CCCN2[C@@H]3C(=O)c2ccccc2)cc1 (some centres undefined)	9	-1.2%
O=C(Cc1ccccc1)N1CCCC(c2nc(-c3ccc(S(=O)(=O)N4CCCC4)cc3)no2)C1 (centres undefined)	0	1.5%
COc1ccc(C#Cc2c(-c3ccc(OC)cc3)oc3ccc(-c4ccc(OC)cc4)cc23)cc1	/	2.6%
CC1=CC(=O)C(C(C)C)=C/C1=N/OC(=O)c1cccc([N+](=O)[O-])c1	-5	1.9%
O=C(N/N=C/c1c(O)n(CCC2=CCCCC2)c(=O)[nH]c1=O)c1ccccc1	9	-1.8%
O=C(COc1ccc2c(c1)CCC2)N1CCN(c2cccc(C(F)(F)F)c2)CC1	8	1.5%
COc1cc(C)c(C(=O)Oc2cc(C)c(C(=O)O)c(O)c2C)c(OC)c1C	-7	5.0%
O=C(O)c1ccc(COc2ccccc2C=C2C(=O)c3ccccc3C2=O)cc1	/	9.6%
Cc1ccccc1OCC(=O)NC(=S)Nc1ccc(N2CCOCC2)c(Cl)c1	-11	0.0%
CCOC(=O)C1CCN(c2c(NCCCN3CCCCC3)c(=O)c2=O)CC1	-2	5.5%
COc1cccc(CN2CCN(Cc3nc4c(s3)CCCC4)CC2CCO)c1 (centres undefined)	/	1.4%
COC(C/C=C/[C@@H](O)[C@@H](C)OCc1ccccc1)OC	/	2.8%
CCc1ccc(NC(=O)CNS(=O)(=O)c2c(C)noc2C)cc1	-4	1.5%
CC(C)(C#N)N([O-])C=C[N+](=O)C(C)(C)C#N	-8	-5.4%
CC1(C)Cc2c(sc3nc4n(c(=O)c23)CCC4)CO1	10	-2.3%
O=C(Oc1ccccc1Cl)c1ccccc1P(=O)(O)O	/	1.6%
COC(=O)c1ccccc1N(C)S(C)(=O)=O	-10	4.0%
O=c1c2ccccc2nnn1CCN1CCOCC1	/	0.8%
CN=CC1=C(O)CC(C)(C)CC1=O	/	-5.9%

The list goes on:
SMILES	Mtb RmlCD inh	M. tuberculosis GlmU
CC(C)CCNC(=O)C1CC(c2cccc([N+](=O)[O-])c2)=NO1 (centres undefined)	8	0.8%
CCOC(=O)c1nn(-c2ccc(F)cc2)c2nc(Nc3ccccc3)cc(=O)n12	-10	-0.9%
Nc1ccc([As](=O)(O)O)cc1	/	-6.1%
CCN(CC(=O)NC1CCS(=O)(=O)C1)c1ccc(S(C)(=O)=O)cc1[N+](=O)[O-] (centres undefined)	/	-1.0%
CCOC(=O)N1CCN(c2c(NCc3ccccc3Cl)c(=O)c2=O)CC1	/	-3.7%
CCSc1cnc(-c2ccccc2)n1CC	2	-3.5%
Cn1cc(C(=O)NCCO)c(=O)c2ccccc21	-5	-2.1%
CN(CC(=O)NC1CCCc2ccccc21)S(=O)(=O)c1cccs1 (centres undefined)	/	-3.0%
O=C(CN1CCCCC1)Nc1ccc(NC(=O)c2ccccc2Cl)cc1Cl	4	1.2%
O=C(Cn1nc(-c2ccc(Cl)cc2)ccc1=O)NCC1CCCO1 (centres undefined)	/	4.3%
Cc1cccc(N(CC(=O)NC2CCCCC2)C(=O)c2ccc(C)s2)c1	/	-0.9%
Cn1c(-c2cccc(Br)c2)n[nH]c1=O	/	0.2%
CN1CCN(/C=C(\C#N)S(=O)(=O)c2ccc(Cl)cc2)CC1	/	-6.0%
Cc1ccc(OC(=O)c2cccc(C(=O)Oc3ccc(C)cc3)n2)cc1	/	-7.2%
COc1cc2[nH]c(=O)n(CCCCCC(=O)NCCCN3CCCC3=O)c(=O)c2cc1OC	-4	1.7%
COc1cccc(-c2noc(C(C)n3nc(C)c([N+](=O)[O-])c3C)n2)c1 (centres undefined)	-4	-1.5%
O=C(COc1ccccc1)N1CCN(S(=O)(=O)c2cccs2)CC1	4	3.1%
CCOC(=O)CSc1nc2ccccc2n2cnnc12	/	-0.1%
COc1ccccc1CNC(=O)c1ccc(NS(=O)(=O)c2c(C)noc2C)cc1	/	2.7%
O=C(C[n+]1ccc(C(=O)NCCCO)cc1)c1cccc(Br)c1	5	-12%
COc1ccc(-n2nc(C(=O)NCC(=O)N3CCN(c4ccccn4)CC3)c3ccccc3c2=O)cc1OC	-12	-5.3%
CCC(C)NCc1ccc(C(=O)OC)o1 (centres undefined)	/	2.9%
Cc1sc2ncnc(SCC(=O)N3c4ccccc4Sc4ccc(Cl)cc43)c2c1C	6	2.1%
Cc1cc(C)[n+](-c2ccc(C(C)C)cc2)c2[nH]c(=O)[nH]c(=O)c12	/	2.9%
Cc1c(CCO)sc[n+]1CC(=O)OCCC12CC3CC(CC(C3)C1)C2	/	-4.6%
The results go on.
SMILES	Mtb RmlCD inh	M. tuberculosis GlmU
COc1ccccc1-c1cc(C(F)(F)F)nc(N2CCCC2)n1	-6	-2.0%
Nc1c(-c2ccc(F)cc2)cnn1C1CCS(=O)(=O)C1 (centres undefined)	2	-0.3%
CCC(=O)N1CCN(c2ccccc2NC(=S)NC(=O)c2cccc([N+](=O)[O-])c2)CC1	-13	-5.9%
COc1ccc(NC(=O)C2CCCN(S(=O)(=O)c3cccnc3)C2)c(OC)c1 (centres undefined)	/	-5.4%
O=C(O)c1cc(-c2ccco2)[nH]n1	17	0.9%
CCOC(=O)c1sc(NC(=O)CSc2nnc(Cc3ccccc3)o2)c(C#N)c1C	9	/
C=CCN(CC=C)c1ccc(N2C(=O)C3CCCCC3C2=O)cc1[N+](=O)[O-] (centres undefined)	10	-3.6%
COc1ccc(/C=C2/C(=O)N(CC3CCCO3)C(=S)N2C)c(OC)c1 (centres undefined)	0	-2.3%
CCOC(=O)CSc1nc(N)c(C#N)c(-c2cccs2)c1C#N	/	1.6%
CCOC(=O)C(Cc1cc(C(C)=O)ccc1OCC)C(=O)OCC	/	-2.9%
CCc1nnc(NC(=O)c2sc3nc4cc(C)ccc4cc3c2N)s1	-65	/
